# Assay outcomes (PubChem)
# LMPTP block – blocks human LMPTP phosphatase; recombinant LMPTP-A, OMFP fluorogenic substrate, fluorescence intensity; inhibition, % at 20 µM; actives 0.22% (n = 360,000); AID 651560;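 active = compounds that cut the enzyme signal by at least half of the control window in the single-dose screen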;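 note: plate controls were DMSO wells with enzyme plus substrate for no effect and substrate without enzyme for full effect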
# Target sequence (P24666 whole entry, looked up): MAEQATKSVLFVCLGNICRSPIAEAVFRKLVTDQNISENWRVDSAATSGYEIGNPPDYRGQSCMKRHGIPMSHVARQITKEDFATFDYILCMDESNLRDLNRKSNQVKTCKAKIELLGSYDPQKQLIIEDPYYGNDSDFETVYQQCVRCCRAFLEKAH
#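 material = LMPTP-A | quantity = 0.625 nM enzyme | reagent = OMFP substrate, 400 µM final | buffer or medium = Bis-Tris pH 6.0, DTT, detergent | detection = endpoint fluorescence intensity from OMFP dephosphorylation | dosing = single 20 µM dose | read-out basis = % inhibition relative to no-enzyme and uninhibited control wells | control set = no-enzyme and uninhibited controls | timing = 50 min at room temperature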
# DNMT1 inh – DNMT1 (human) enzyme inhibition | P26358 | DNMT1 molecular beacon, Hinp1I cleavage, fluorescence | inhibition (reported as % activation of signal), % at 10 µM | actives 0.83% (n = 360,000) | AID 588458; in the data active = inhibition above about 50%
# NadD inh – blocks S. aureus nicotinate mononucleotide adenylyltransferase. purified NadD enzyme, colorimetric absorbance read-out. inhibition, % at 20 µM. actives 0.78% (n = 360,000). AID 602399; in the data active = inhibition above about 26%; note: some compounds past the cut are filed as inactive
# Tb MetRS inh – Trypanosoma brucei MetRS inhibition | purified T. brucei MetRS, ATP depletion, Kinase-Glo luminescence | inhibition, % at 11.9 µM | actives 0.4% (n = 360,000);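 active = inhibition above a per-plate cutoff of the control wells' mean inhibition plus 3 SD, cut at about 5.5% in these data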;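 note: 0% = DMSO wells median and 100% = median of wells with control inhibitor compound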
#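 technique = Kinase-Glo luminescence, ATP depletion format | system = purified MetRS (methionyl-tRNA synthetase) enzyme from Trypanosoma brucei | timing = 15 min preincubation, 2 h reaction, all 25 °C | evaluation = percent inhibition versus plate control medians | dosing = single dose, 11.9 µM final nominal, 0.9% final DMSO | also added = substrates ATP, L-methionine and bulk Escherichia coli tRNA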
# STEP block – inhibitors of human striatal-enriched phosphatase STEP | P54829 | recombinant STEP, OMFP fluorogenic substrate, fluorescence | inhibition, % at 20 µM | AID 588621 | actives 0.25% (n = 360,000);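 active = inhibition at 20 µM, scaled per plate between control wells, above about 37%, limit read from the data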;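 note: 0% = DMSO with enzyme and substrate and 100% = substrate only without enzyme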
# Target sequence (P54829 whole entry, looked up): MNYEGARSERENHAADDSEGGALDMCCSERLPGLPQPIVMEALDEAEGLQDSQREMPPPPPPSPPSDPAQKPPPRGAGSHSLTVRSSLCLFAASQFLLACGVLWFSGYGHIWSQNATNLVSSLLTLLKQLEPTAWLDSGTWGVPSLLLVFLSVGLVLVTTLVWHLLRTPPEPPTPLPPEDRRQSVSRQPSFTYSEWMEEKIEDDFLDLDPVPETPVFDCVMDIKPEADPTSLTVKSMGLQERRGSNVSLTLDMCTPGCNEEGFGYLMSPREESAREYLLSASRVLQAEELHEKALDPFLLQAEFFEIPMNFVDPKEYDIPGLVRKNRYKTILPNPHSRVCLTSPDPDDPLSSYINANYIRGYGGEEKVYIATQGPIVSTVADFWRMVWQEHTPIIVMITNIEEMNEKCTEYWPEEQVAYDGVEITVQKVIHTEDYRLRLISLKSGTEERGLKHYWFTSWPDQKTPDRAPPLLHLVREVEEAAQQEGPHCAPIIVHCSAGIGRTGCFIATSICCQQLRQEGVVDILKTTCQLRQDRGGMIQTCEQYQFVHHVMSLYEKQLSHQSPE
#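 System: STEP phosphatase, cell-free reaction; Buffer or medium: Bis-Tris pH 6.0 buffer with DTT, detergent; Incubation: 20 min at room temperature, dark; Measured by: fluorescence, 480/540 nm.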
# Rpn11 block – Rpn11 (human) deubiquitinase inhibition. O00487. human 26S proteasome, Ub4-pepOG fluorescence polarization; 20S core pre-blocked with epoxomicin. calls only at 20 µM. actives 0.59% (n = 360,000);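 active = inhibition at 20 µM, scaled to each plate's controls, above about 33%, limit read from the data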
# SUMO1 PPI mod – modulators of human SUMO1-mediated protein-protein interactions. actives 0.33% (n = 360,000). SUMO1 binding to a labelled peptide, TR-FRET, 1 h. AID 602429. inhibition, % at 20 µM; in the data active = inhibition above about 37%
# Target sequence (P63165 whole entry, looked up): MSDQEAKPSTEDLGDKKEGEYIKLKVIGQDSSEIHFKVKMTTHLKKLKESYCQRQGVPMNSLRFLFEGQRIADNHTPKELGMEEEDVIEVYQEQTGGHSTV
# Scp1 inh – inhibitors of human Scp-1 phosphatase. Q9GZU7. Recombinant Scp1, phosphopeptide, malachite green phosphate absorbance. inhibition, % at 20 µM. actives 0.88% (n = 340,000);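 active = inhibition above about 50% at 20 µM, limit read from the data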;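 note: plate controls were DMSO wells with enzyme for no effect and wells lacking enzyme for full effect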
# Target sequence (Q9GZU7 76-261 limits assumed): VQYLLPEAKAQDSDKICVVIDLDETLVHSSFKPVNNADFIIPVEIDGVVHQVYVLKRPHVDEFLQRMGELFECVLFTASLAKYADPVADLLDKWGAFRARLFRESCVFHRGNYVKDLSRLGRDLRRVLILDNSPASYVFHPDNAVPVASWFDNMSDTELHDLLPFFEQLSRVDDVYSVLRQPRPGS
#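 Times: enzyme reaction 45 min at room temperature, colour 5 min, stabilisation 30 min. Material: SCP-1 catalytic fragment, aa 76-261. Medium: Acidic Tris acetate buffer with magnesium and detergent. Signal: colorimetric free-phosphate detection, absorbance 630 nm. Read-out basis: % inhibition of SCP-1 phosphate liberation. Reagent: Phosphorylated 17-residue peptide substrate.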
# CSN inh – blocks human CSN-mediated cullin deneddylation. AID 651999. actives 0.38% (n = 360,000). inhibition, % at 12.5 µM. Purified CSN, SCF-Nedd8-OG deneddylation, fluorescence polarization. Q92905;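 active = pattern-corrected inhibition above about 35%, with an unprinted fluorescence ratio check between 0.5 and 1.5, limit read from the data, passing the limit was not always enough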;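 note: 0% = enzyme with substrate and 100% = substrate without enzyme; some results filed as inactive read as strong as hits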
#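 Assay system: purified human Csn5 enzyme expressed in HEK293T cells; measure: % inhibition; also added: SCFSkp2-Nedd8OG substrate at 10 nM final; technique: fluorescence polarization; times: reaction 90 min, room temperature; medium: Tris buffer pH 7.5, NaCl, DTT, Tween-20, trehalose, ovalbumin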
# MsrA inh – inhibitors of bovine MsrA; inhibition, % at 15.5 µM; purified bovine MsrA, absorbance read-out; actives 0.75% (n = 360,000); in the data active = inhibition above about 4.5%;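 note: 0% = vehicle wells with enzyme and 100% = reference inhibitor wells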
# Active calls of the source: *; i = inactive; . = not tested or not shown; & = joins results of further samples.
SMILES,LMPTP block,DNMT1 inh,NadD inh,Tb MetRS inh,STEP block,Rpn11 block,SUMO1 PPI mod,Scp1 inh,CSN inh,MsrA inh
Nc1ccc(CSc2ccc(Cl)cc2)cc1,1.3,-1,2,-1.6,0,i,0,6,-6,0.1
COc1cc(-c2nnc(SCC3(c4ccccc4)OCCO3)o2)cc(OC)c1OC,1.8,-5,2,0.0,0,i,1,-15,2,0.3
O=C(c1ccc(F)cc1)N1CCN(C(=O)c2ccc([N+](=O)[O-])cc2)CC1,1.3,4,-1,-1.1,-2,i,-19,2,-5,2.1
N=C1C(c2nc3ccccc3[nH]2)=C(O)CN1c1ccc(CC(=O)O)cc1,-0.4,7,0,-0.1,-2,i,28,6,2,1.0
O=S1(=O)CCC(n2ncc3c2/C(=C/c2ccccc2)CC3)C1 (centres undefined),0.8,-4,-7,0.3,2,i,-5,-6,7,-0.7
CN(C(=O)c1ccc(Cl)c([N+](=O)[O-])c1)C1(C)CCS(=O)(=O)C1 (centres undefined),-1.0,0,1,0.3,-2,i,-9,1,1,0.8
NNC(=O)CSc1nnnn1-c1ccccc1,-1.3,0,-5,0.8,7,i,10,-3,4,1.8
COc1ccc(OC)c(C(O)c2nc3ccccc3n2C)c1 (centres undefined),-0.4,-4,9,0.4,-1,i,-5,-1,1,0.9
FC(F)(F)c1cccc(-c2nc(-c3ccncc3)no2)c1,-0.8,-3,-10,-0.8,-2,i,0,-12,-1,0.2
CC[n+]1c(/C=C/Nc2ccccc2)sc2ccccc21,-1.6,7,13,-0.9,1,i,-13,109*,2,1.4
COC(=O)C=C1CCC2C3CCC4=CC(=O)CCC4(C)C3C(=O)CC12C (centres undefined),0.5,-2,-7,-0.2,4,i,5,-18,0,0.0
CCN(CC)C(=O)[C@H]1C[C@H](CC(=O)NC/C=C(\C)CCC=C(C)C)C(=O)N2CCc3c([nH]c4cc(-c5ccco5)ccc34)[C@]12C,6.7,-30,27,-0.5,1,i,5,1,19,1.2
Nc1nc(-c2ccc([N+](=O)[O-])cc2)cc(=O)[nH]1,-3.2,5,-9,0.2,-3,i,-37,-13,4,3.6
O=C(COC(=O)c1ccc(F)cc1Cl)NC1CC1,-1.6,3,-2,-0.3,-2,i,-3,.,2,2.1
O=C1CC(NS(=O)(=O)c2cccnc2)CN1c1ccc(F)cc1 (centres undefined),-0.1,1,2,-0.4,0,i,2,4,-2,-0.2
CC(C)C[C@H](NC(=O)Nc1ccc(S(N)(=O)=O)cc1)C(=O)O,-0.9,5,-2,-1.0,-1,i,-2,3,3,0.1
COc1ccc(S(=O)(=O)N2CCCC(C(=O)NCC3CCCO3)C2)cc1C (centres undefined),0.5,0,-10,-0.3,1,i,10,-8,1,1.1
CN(C)/C=C1\N=C(c2ccc(Cl)cc2Cl)OC1=O,2.6,2,1,-0.4,1,i,-8,-4,4,1.5
CC(CCc1ccccc1)NC(=O)CCCn1ncn2c(cc3occc32)c1=O (centres undefined),0.3,6,-8,-0.6,4,i,0,-3,-1,0.2
O=C(CCC(=O)OCC(=O)c1ccc(Br)cc1)Nc1ccc(Br)c2cccnc12,2.2,4,0,-0.1,6,i,2,-14,-2,0.1

# Some of these compounds in order of count of non-hydrogen atoms, high to low.
SMILES,LMPTP block,DNMT1 inh,NadD inh,Tb MetRS inh,STEP block,Rpn11 block,SUMO1 PPI mod,Scp1 inh,CSN inh,MsrA inh
COC(=O)C=C1CCC2C3CCC4=CC(=O)CCC4(C)C3C(=O)CC12C (centres undefined),0.5,-2,-7,-0.2,4,i,5,-18,0,0.0
FC(F)(F)c1cccc(-c2nc(-c3ccncc3)no2)c1,-0.8,-3,-10,-0.8,-2,i,0,-12,-1,0.2
Nc1ccc(CSc2ccc(Cl)cc2)cc1,1.3,-1,2,-1.6,0,i,0,6,-6,0.1

# More entries follow.
SMILES,LMPTP block,DNMT1 inh,NadD inh,Tb MetRS inh,STEP block,Rpn11 block,SUMO1 PPI mod,Scp1 inh,CSN inh,MsrA inh
COC(=O)C1=C(N)Oc2cc(C)n(Cc3ccco3)c(=O)c2C1c1cccc(Cl)c1 (centres undefined),1.9,-5,2,52*,-4,i,-2,3,0,-0.2
CSc1cccc(N2CC(C(=O)N(CC(C)C)c3c(N)n(Cc4ccccc4)c(=O)[nH]c3=O)CC2=O)c1 (centres undefined),0.8,12,5,-0.2,6,i,4,7,13,0.4
CC(C)N(Cc1nc(-c2ccc(Cl)cc2)no1)C(=O)CCCN1C(=O)c2ccccc2C1=O,-0.6,-6,-6,-0.8,2,i,-5,-9,0,0.1
Cc1ccc(CNC(=O)CCCn2c(=O)c3ccccc3n(CC(=O)NC3CCCC3)c2=O)cc1,-0.3,4,-3,-1.4,-2,i,2,-2,0,-0.6
O=C(COc1ccccc1Cl)NCCCNC(=O)c1ccco1,-0.2,-1,1,-0.6,0,i,-3,-8,0,-0.8
CCOC(=O)CC(=O)CSc1nc2c(C)c(C)ccc2cc1C,0.8,1,5,-0.3,3,i,6,-8,3,0.2
O=C1NC[C@@H](CCCCN2CCN(CCC3CCCCC3)C(=O)C2=O)N(CCC2CCCCC2)C1=O,-0.1,.,16,-0.2,.,.,5,.,2,-2.0
COc1cc(NC(=O)c2ccc(Cl)cc2)c(Cl)cc1NC(=O)c1cccnc1,1.8,-3,-6,0.0,4,i,4,-2,0,0.8
COc1ccccc1C(O)c1ncc(-c2ccc(Cl)cc2)[nH]1 (centres undefined),-1.3,-2,2,0.6,0,i,1,.,6,0.1
Cc1csc2c(SCC(=O)NNC(=O)C(Cl)Cl)ncnc12,-1.7,-2,0,2.5,3,i,5,-3,-2,1.9
CCNC(=O)C1Cc2ccccc2CN1S(=O)(=O)c1ccc(F)cc1 (centres undefined),-0.8,-1,0,-0.5,0,i,4,9,0,-0.4
CC(C)C(NC(=O)COc1ccccc1)C(=O)O (centres undefined),-1.5,1,0,0.2,-7,i,-4,-7,-1,-0.5
Cc1ccc(SCCSc2nc(C)cc(=O)[nH]2)cc1,-1.2,-1,-1,-0.3,0,i,3,-2,-6,0.3
CCC(C)(C)NC(=O)C(c1ccc(OC)cc1)N(C(=O)CCC(=O)Nc1cc(C)on1)c1cccc(F)c1 (centres undefined),0.8,-3,-2,-0.5,0,i,-1,5,2,0.0
COC(=O)CCC(=O)N1CCOCCOCCN(C(=O)CCC(=O)OC)CCOCCOCC1,-3.1,0,0,-0.2,7,i,-6,1,-2,-2.1
COC(=O)Cn1nc(-c2ccc(C)c(S(=O)(=O)N(C)C)c2)c2ccccc2c1=O,-0.6,3,-2,-2.3,0,i,1,-4,0,0.9
COc1ccc(S(=O)(=O)N2CCC3(CC2)CC(=O)c2ccccc2O3)cc1C,0.6,3,-1,-0.4,-1,i,1,-5,-1,-0.1
CCNC(=O)N(C(=O)NCC)n1c(C)nnc1C,1.4,0,-4,0.0,2,i,0,-21,-1,-0.2
COC(=O)C1(C(=O)OC)C[C@H](/C=C/c2ccccc2)N(Cc2ccccc2OC)[C@@H]1c1cccs1,0.0&3.1,.,.,-1.0&0.0,.,.,-1&-1,.,3&7,0.7&-0.5
COc1ccc2c(c1)OC/C(=C/c1cccs1)C2=O,1.5,2,-12,-0.1,-2,i,-30,-8,0,1.0

# Among those listed so far, three have a COOH group.
SMILES,LMPTP block,DNMT1 inh,NadD inh,Tb MetRS inh,STEP block,Rpn11 block,SUMO1 PPI mod,Scp1 inh,CSN inh,MsrA inh
N=C1C(c2nc3ccccc3[nH]2)=C(O)CN1c1ccc(CC(=O)O)cc1,-0.4,7,0,-0.1,-2,i,28,6,2,1.0
CC(C)C[C@H](NC(=O)Nc1ccc(S(N)(=O)=O)cc1)C(=O)O,-0.9,5,-2,-1.0,-1,i,-2,3,3,0.1
CC(C)C(NC(=O)COc1ccccc1)C(=O)O (centres undefined),-1.5,1,0,0.2,-7,i,-4,-7,-1,-0.5

# Following part:
SMILES,LMPTP block,DNMT1 inh,NadD inh,Tb MetRS inh,STEP block,Rpn11 block,SUMO1 PPI mod,Scp1 inh,CSN inh,MsrA inh
CC(C(=O)OCC(=O)N(C)C1(C#N)CCCCC1)N1C(=O)c2ccccc2C1=O (centres undefined),-0.8,4,-2,-0.4,-2,i,-8,-2,-5,-1.1
CN(C)Cc1c(C(=O)N/N=C/C=C/c2ccccc2)nnn1-c1nonc1N,1.2,1,5,0.6,0,i,-6,-3,2,0.9
c1ccc(N2CCN(c3ccccc3)C2c2cccnc2)cc1,1.1,3,8,-2.6,-3,i,0,-1,-1,-0.3
N#Cc1cc2cc3c(cc2nc1N1CCCCC1)OCCO3,3.0,-16,-8,-0.4,5,i,-51,-5,2,1.8
CSc1nc(-c2ccc(Cl)cc2)nn1C(=O)c1ccco1,-2.1,5,-3,-0.9,-9,i,0,-2,2,-0.6
COC(=O)N(C)C[C@H]1OCc2cn(nn2)CCCC(=O)N([C@@H](C)CO)C[C@@H]1C,-4.1,1,0,-0.7,-4,i,6,.,-4,1.0
Cc1cc(C)n(-c2ccc(C)c(Cl)c2)n1,-1.0,2,7,0.1,-2,i,-2,-1,-9,0.1
Cc1ccc(C(=O)Nc2ccc3c(c2)nc2n3CCSC2)cc1,-0.2,-4,9,-0.1,0,i,13,-6,15,-0.1
O=C(CSc1ccc2c(c1)OCCO2)Nc1ncc(Cl)cc1Cl,-1.6,1,1,-0.8,-1,i,3,-6,1,-0.2
COc1cccc(CNC(=O)CCCn2ncn3c(cc4occc43)c2=O)c1,-0.9,1,-8,-0.5,0,i,-5,-5,-6,-0.2
COC(=O)c1ccccc1Oc1ccc(NC(=O)C(C)(C)CCl)cc1,-3.8,0,-4,0.1,-1,i,2,-5,3,-0.1
NNC(=O)CN1C(c2ccccc2Br)=Nc2ccc(Br)cc2C1c1ccccc1 (centres undefined),0.7,12,22,0.1,-2,i,4,-4,-4,0.3
CCCNCC(=O)Nc1sc2c(c1C(=O)Nc1c(C)n(C)n(-c3ccccc3)c1=O)CCCC2,-2.0,6,-2,-0.3,0,i,8,.,-1,0.2
Clc1ccc2c(NCc3ccccn3)ncnc2c1,-3.5,1,0,3.2,5,i,-1,-8,0,0.0
CC(C)C(NC(=O)OCc1ccccc1)C(=O)OCC(=O)NCc1ccco1 (centres undefined),1.0,30,4,-1.0,0,i,3,28,-3,1.2
O=C(COC(=O)Cc1n[nH]c(=O)c2ccccc12)Nc1cccc(C(F)(F)F)c1,-0.7,-2,-6,-0.3,-3,i,-3,-9,-12,-0.6
Oc1ccc(/C=N/Nc2ncc(Cl)cc2Cl)cc1,-0.7,3,-1,-0.3,1,i,-3,-6,-1,2.8
